zVAD death inh: blocks zVAD induced death of L929 cells | 220,000 tested, 0.38% active | viability rescue, % at 10 µM | L929 zVAD necroptosis rescue, ATP luminescence, 24 h; with zVAD 60 µM;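 active = activation, scaled between plate controls, above about 75%, limit read from the data; inactive = activation under that limit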;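 note: 0% = zVAD with DMSO and 100% = DMSO alone without zVAD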
Cl transport mod: KCC2 (human) Cl- transport modulation. B-score of Tl+ flux slope (higher = more flux/activation; lower = inhibition) at 10 µM. KCC2 cells, thallium flux FluoZin-2 fluorescence. 190,000 tested, 2.2% active. Q9H2X9;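 active = thallium flux slope and its plate-corrected score both differing from the plate sample mean at a set confidence after two filtering rounds, in either direction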;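 note: slope of fluorescence scaled to starting intensity during 10 to 20 s after thallium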
Target sequence (Q9H2X9 whole entry, looked up): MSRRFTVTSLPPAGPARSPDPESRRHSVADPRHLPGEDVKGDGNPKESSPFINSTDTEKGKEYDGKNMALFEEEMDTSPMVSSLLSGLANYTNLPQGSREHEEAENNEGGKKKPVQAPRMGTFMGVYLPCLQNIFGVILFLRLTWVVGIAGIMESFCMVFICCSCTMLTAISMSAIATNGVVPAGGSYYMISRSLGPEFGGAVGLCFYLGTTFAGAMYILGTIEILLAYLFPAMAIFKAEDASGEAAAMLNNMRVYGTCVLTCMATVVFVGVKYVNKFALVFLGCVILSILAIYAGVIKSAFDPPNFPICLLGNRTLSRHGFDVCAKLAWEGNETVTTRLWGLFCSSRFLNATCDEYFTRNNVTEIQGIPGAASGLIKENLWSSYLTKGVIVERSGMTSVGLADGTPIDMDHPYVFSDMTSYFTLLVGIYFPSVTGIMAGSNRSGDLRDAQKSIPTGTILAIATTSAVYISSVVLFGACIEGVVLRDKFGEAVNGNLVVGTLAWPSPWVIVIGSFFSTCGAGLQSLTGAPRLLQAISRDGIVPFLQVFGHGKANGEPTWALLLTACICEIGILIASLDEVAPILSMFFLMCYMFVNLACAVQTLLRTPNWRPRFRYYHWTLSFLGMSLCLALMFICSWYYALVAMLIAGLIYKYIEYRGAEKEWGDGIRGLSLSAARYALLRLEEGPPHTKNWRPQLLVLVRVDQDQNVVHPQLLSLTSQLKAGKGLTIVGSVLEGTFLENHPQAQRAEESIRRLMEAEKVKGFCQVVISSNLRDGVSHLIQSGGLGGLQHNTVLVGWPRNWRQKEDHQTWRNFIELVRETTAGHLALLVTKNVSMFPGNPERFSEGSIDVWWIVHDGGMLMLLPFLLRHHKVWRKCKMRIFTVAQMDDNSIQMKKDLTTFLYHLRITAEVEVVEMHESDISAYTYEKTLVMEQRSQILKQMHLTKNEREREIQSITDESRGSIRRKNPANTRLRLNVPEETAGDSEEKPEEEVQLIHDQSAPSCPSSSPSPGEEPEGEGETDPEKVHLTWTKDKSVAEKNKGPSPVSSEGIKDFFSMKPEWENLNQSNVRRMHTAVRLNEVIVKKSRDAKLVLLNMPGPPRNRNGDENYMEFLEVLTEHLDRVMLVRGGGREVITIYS
TNF death inh: inhibitors of TNF-alpha induced necroptosis in Jurkat FADD-/- cells. Jurkat FADD-/- TNF necroptosis rescue, ATP luminescence, 24 h; 0 = TNF only, 100 = no-TNF cells. activation (protection from cell death), % at 10 µM. 220,000 tested, 0.068% active. AID 463075;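 active = activation, meaning protection from cell death, of at least 50% relative to plate controls; inactive = activation below 50%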;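 note: necroptosis triggered by 40 ng/mL TNF-alpha added together with compound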
FXIIa inh: inhibitors of human coagulation factor XIIa. P00748. purified FXIIa, Boc-QGR-AMC fluorogenic substrate, 2 h. inhibition, % at 5 µM. 220,000 tested, 0.3% active. AID 800; in the data active = inhibition above about 40%;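 note: 0% = enzyme with no compound and 100% = blank without enzyme; many of its hits are not listed in these tables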
FXIa inh 1536: inhibitors of human coagulation factor XIa; 220,000 tested, 0.14% active; P03951; inhibition, % at 5 µM; purified FXIa, Boc-Glu-Ala-Arg-AMC fluorogenic substrate;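 active = inhibition of at least 40%; inactive = inhibition below 40%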;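 note: fluorescence of freed AMC excited at 355 nm; 0% = enzyme without compound and 100% = no enzyme blank; many of its hits are not listed in these tables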
Hck Nef HTS: blocks Nef-activated human Hck kinase | P08631 | Recombinant Hck-YEEI plus Nef, Z-Lyte FRET kinase assay | inhibition, % at 20 µM | 220,000 tested, 0.68% active | AID 463187;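 active = Hck-Nef kinase inhibition above about 50%, limit read from the data; inactive = inhibition below that limit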;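 note: 0% = DMSO with Hck plus Nef and 100% = Hck alone without Nef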
Thrombin inh: blocks human thrombin protease activity. P00734. alpha-thrombin, Boc-VPR-AMC fluorogenic substrate cleavage. inhibition, % at 5 µM. 220,000 tested, 0.26% active. AID 1046;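 active = inhibition at or above 40%; inactive = inhibition below 40%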;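 note: 0% = enzyme with no compound and 100% = wells without enzyme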
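System: Human alpha-thrombin protein | Medium: pH 7.5 Tris (50 mM) with NaCl 150 mM, Tween 20 0.05% | Times: Enzyme reaction carried out at room temperature | Detection: AMC fluorescence, 355/460 nm | Evaluation: Percent inhibition scaled between no-compound controls and no-enzyme blanks | Benchmarks: Enzyme without compound as high, wells lacking enzyme as low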
Rad51 HR inh: Rad51 (human) homologous recombination inhibition; hRad51 DNA strand exchange, fluorescence dequenching; Q06609; 200,000 tested, 0.085% active; inhibition, % at 10 µM;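 active = inhibition above 40% at the single screening dose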;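 note: 0% = DMSO control wells and 100% = blanks with heterologous ssDNA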
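material = hRad51 filaments on single-stranded DNA | timing = filaments 15 min 37 °C, then compound 30 min | signal = FRET fluorescence dequenching, excitation 485 nm, emission 520 nm | benchmarks = control wells and blank wells on each plate | evaluation = percent inhibition relative to plate controls and blanks | compound = 10 µM final, single point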
hK5 inh: kallikrein 5 (human) inhibition; Q9Y337; recombinant hK5, fluorogenic AMC substrate cleavage; inhibition, % at 5 µM; 210,000 tested, 0.59% active;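 active = inhibition of 40% or more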;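 note: 0% = enzyme controls without compound and 100% = no-enzyme blanks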
An asterisk follows results filed as active; · = no result given. Only part of the results is shown (hit frequency here may not be typical).

SMILES	zVAD death inh	Cl transport mod	TNF death inh	FXIIa inh	FXIa inh 1536	Hck Nef HTS	Thrombin inh	Rad51 HR inh	hK5 inh
COc1ccc(N2CCN(c3cc(=O)n(Cc4ccc(F)cc4)c(=O)[nH]3)CC2)cc1	-0.6	-0.14	1.4	7	1	-6	2	-13	-4
CCOC(=O)C(=CNc1cc(OC)ccc1-n1cccc1)C(=O)OCC	0.4	-4.2	-6.0	2	2	12	-9	-5	-7
CCN(c1ccc(NC(=O)COC(=O)c2cc3ccccc3oc2=O)cc1)C(C)C	1.9	-0.72	1.7	18	7	10	16	-13	20
COc1ccccc1NC(=O)N1CCN(CCc2ccccc2)CC1	0.0	-0.9	2.1	10	2	20	0	6	4
Cc1cc(O)c(Oc2cc(C)cc(O)c2O)c(O)c1	0.0	-2.9	-3.7	5	4	-8	-2	0	-3
O=C(Cc1ccc(Br)cc1)OCC(=O)N1CCc2ccccc2C1	0.8	-1.7	0.2	10	-3	0	3	4	-8
COc1ccc(-c2nc3ccccc3n2OC(C)C(=O)O)cc1 (stereo not drawn)	0.6	-0.72	-0.4	4	-7	8	-8	·	·
Cc1cc([N+](=O)[O-])ccc1NC(=O)Nc1ccc(F)cc1F	1.1	0.076	-3.1	6	-3	6	1	14	-8
CCN1CCN(C(=O)c2cc(-c3cccnc3)nc3ccc(Br)cc23)CC1	-0.3	·	-0.8	8	3	-19	1	-6	-2
O=C(CSc1nc2ccccc2[nH]1)Nc1nc(-c2ccccc2)c(-c2ccccc2)o1	0.9	0.93	-1.5	0	-4	-1	7	-3	-8
CCOC(=O)c1cc(-c2ccccc2)sc1NC(=O)C(C)N1C(=O)c2ccccc2C1=O (stereo not drawn)	2.5	0.0082	2.1	10	2	2	-2	0	13
C=CCOc1ccc(CNC(C)(C)CO)cc1OCC	0.4	-0.24	-2.2	5	-3	-2	-2	-5	-17
NS(=O)(=O)c1ccc(CCNC(=S)NC2CCCCC2)cc1	0.4	0.91	-0.2	12	4	17	-1	·	1
Cc1nn(Cc2ccccc2)c(C)c1N	-0.1	0.11	1.1	22	22	5	-3	·	-4
NS(=O)(=O)c1cc2c(cc1Cl)NCNS2(=O)=O	3.3	0	1.4	4	-6	-3	-1	2	-8
CN(c1ccc(OCC(=O)Nc2nc(-c3ccccc3)cs2)cc1)S(=O)(=O)c1ccc(F)cc1	0.6	0.44	3.8	9	7	0	-3	3	-19
CCCC(=O)NCCc1nc2ccccc2n1CC(=O)c1ccccc1	-0.6	-0.71	1.2	-6	8	-1	-8	11	-10
CC(=O)c1ccc(NC(=O)Nc2ccccc2)cc1	0.0	0.68	0.5	19	10	-14	4	-2	2
CCOC(=O)c1ccc(NC(=S)Nc2ccccn2)cc1	-0.4	-0.35	-5.2	13	10	0	1	-2	2
CC(COc1ccccc1)N(CCCl)Cc1ccccc1 (stereo not drawn)	1.4	-0.6	-9.6	3	12	2	-3	-10	-20
COc1cc(C(C)=O)ccc1Oc1cnccn1	-0.6	-0.55	0.0	8	-1	21	-10	-8	3
COc1ccc(OC(C)C(=O)Nc2ccccc2F)cc1 (stereo not drawn)	-0.5	0.22	0.1	10	1	-10	-2	-11	·
Cc1cccc(NCc2ccc(O)c3ncccc23)c1C	-2.6	0.24	-2.3	5	3	18	-6	1	-4
CCN(CC)S(=O)(=O)c1ccc(N/N=C(\C)c2ccc3c(c2)OCO3)c([N+](=O)[O-])c1	0.3	-0.42	-0.6	2	7	0	-1	-13	-13
C=CCn1c(C#N)c(N)sc1=N	1.4	·	-0.3	9	3	-1	-2	15	-1
CC/C(=N/Nc1ccccc1)c1cnnc(SC)n1	0.6	-0.17	-1.7	9	5	-1	2	-8	0
CN(c1cccc(NC(=O)COc2ccccc2)c1)S(C)(=O)=O	1.1	-0.75	-1.3	3	1	5	-7	2	-19
CC(C)CCN(C(=O)Nc1ccccc1)C(C)c1cccs1 (stereo not drawn)	-0.4	-0.39	0.2	3	0	-2	-9	-2	-9
O=C(NCc1ccco1)c1sc2cc(F)ccc2c1Cl	0.1	·	-1.2	13	8	4	1	3	-11
Cn1c2ccccc2c(=O)c2c(=O)n(Cc3ccco3)c(-c3ccc(Cl)cc3Cl)nc21	1.6	-4.7	-14	3	1	37	-7	4	13

Shown with each value named: part of the list above.
> O=C(NCc1ccco1)c1sc2cc(F)ccc2c1Cl
  zVAD death inh: 0.1 | Cl transport mod: · | TNF death inh: -1.2 | FXIIa inh: 13 | FXIa inh 1536: 8 | Hck Nef HTS: 4 | Thrombin inh: 1 | Rad51 HR inh: 3 | hK5 inh: -11
> COc1ccc(-c2nc3ccccc3n2OC(C)C(=O)O)cc1 (stereo not drawn)
  zVAD death inh: 0.6 | Cl transport mod: -0.72 | TNF death inh: -0.4 | FXIIa inh: 4 | FXIa inh 1536: -7 | Hck Nef HTS: 8 | Thrombin inh: -8 | Rad51 HR inh: · | hK5 inh: ·

Four entries already listed, sorted by the value under FXIIa inh, rising.
structure	FXIIa inh
CCN(CC)S(=O)(=O)c1ccc(N/N=C(\C)c2ccc3c(c2)OCO3)c([N+](=O)[O-])c1	2
CC(C)CCN(C(=O)Nc1ccccc1)C(C)c1cccs1 (stereo not drawn)	3
CN(c1ccc(OCC(=O)Nc2nc(-c3ccccc3)cs2)cc1)S(=O)(=O)c1ccc(F)cc1	9
CC(=O)c1ccc(NC(=O)Nc2ccccc2)cc1	19

Random excerpt: six entries already listed
SMILES	zVAD death inh	Cl transport mod	TNF death inh	FXIIa inh	FXIa inh 1536	Hck Nef HTS	Thrombin inh	Rad51 HR inh	hK5 inh
CC(COc1ccccc1)N(CCCl)Cc1ccccc1 (stereo not drawn)	1.4	-0.6	-9.6	3	12	2	-3	-10	-20
C=CCn1c(C#N)c(N)sc1=N	1.4	·	-0.3	9	3	-1	-2	15	-1
CCOC(=O)c1ccc(NC(=S)Nc2ccccn2)cc1	-0.4	-0.35	-5.2	13	10	0	1	-2	2
CC/C(=N/Nc1ccccc1)c1cnnc(SC)n1	0.6	-0.17	-1.7	9	5	-1	2	-8	0
COc1ccc(OC(C)C(=O)Nc2ccccc2F)cc1 (stereo not drawn)	-0.5	0.22	0.1	10	1	-10	-2	-11	·
Cc1cccc(NCc2ccc(O)c3ncccc23)c1C	-2.6	0.24	-2.3	5	3	18	-6	1	-4

Following part
SMILES	zVAD death inh	Cl transport mod	TNF death inh	FXIIa inh	FXIa inh 1536	Hck Nef HTS	Thrombin inh	Rad51 HR inh	hK5 inh
CNC(=O)CO/N=C/c1ccc(N(C)C)cc1	-0.6	0.27	-0.4	30	28	7	·	-1	37
CCOc1ccc(Oc2ccc(C(F)(F)F)cc2N)cc1	0.1	0.0057	0.2	0	-3	0	-11	7	-8
COCCN(C(=O)CSc1nc2nc(C)cc(C)n2n1)c1c(N)n(Cc2ccccc2)c(=O)[nH]c1=O	-0.7	-0.04	0.8	28	12	14	14	6	1
Cc1cccc(C(=O)NNC(=O)c2ccccc2C)c1	0.7	0.4	0.0	9	0	-8	4	18	-3
CN1CCc2c(sc3c2c(=O)n(-c2ccccc2)c2nnc(SCc4ccc(Cl)cc4)n32)C1	-0.2	-0.0092	-7.9	12	4	3	5	3	-21
C#CCSc1nnc(-c2ccccc2)c(=O)[nH]1	0.6	·	-0.4	7	5	-2	-1	-9	-8
CCn1nc(C)c(/C=N/NC(=O)Cn2nccc2C)c1C	-0.2	-0.13	1.4	3	-1	0	-5	·	-11
Cc1nn(-c2ccc(F)cc2)c(Cl)c1/C=C1\C(=O)Nc2ccccc21	2.9	-0.92	-2.6	7	3	3	-1	-7	-22
COc1ccc(C(=O)N[C@H](C(=O)N2CCN(c3ccccc3F)CC2)C(C)C)cc1	1.3	-0.25	-0.6	4	-4	22	-5	15	-4
O=C(Nc1ccccc1)c1cc(-n2cnnc2)ccc1Cl	-0.2	1.3	-1.2	37	18	-1	1	1	-17
CCN(CC)S(=O)(=O)c1cc(C)ccc1NC(=S)Nc1cccnc1	0.6	0.025	-4.8	12	5	25	2	3	2
COc1ccc(S(=O)(=O)Cc2ccc(C(=O)N3CCN(c4ncccn4)CC3)o2)cc1	1.4	0.46	-2.8	·	·	2	·	·	·
O=C(/C=C/c1cccnc1)c1ccc(NC(=O)c2cccc(Br)c2)cc1	0.4	-0.003	-12	14	2	-1	-2	6	4
O=C(CN1CCN(Cc2ccc3c(c2)OCO3)CC1)Nc1ccc(F)cc1	0.4	1.3	2.5	2	4	2	1	·	-3
CCOC(=O)C1CCN(c2c(NCc3ccc(C(=O)NCCOC)cc3)c(=O)c2=O)CC1	0.6	0.16	-0.6	16	8	-1	2	·	-4
Cc1ccccc1NS(=O)(=O)c1cc(OCC(N)=O)c(C)cc1Cl	1.0	-0.32	0.0	4	-1	-2	1	·	·
COc1ccc(S(=O)(=O)Nc2ccc(O)c3ccccc23)cc1	4.0	·	-14	15	4	-1	2	-3	-42
CC(CC1CC(C)(C)OC1=O)C(=O)Nc1ccc([N+](=O)[O-])cc1 (stereo not drawn)	2.1	0.77	1.2	5	2	0	-6	-1	-13
Cc1ccnc(NS(=O)(=O)c2ccc(NC(=O)c3ccc4c(c3)OCCO4)cc2)n1	5.5	0.24	1.4	-1	-7	20	-12	-1	-8
CCOc1ccc2nc(-c3ccccc3)[nH]c2c1	6.2	·	-7.2	9	5	5	0	2	1
O=C(O)C1CCCCC1C(=O)NCCc1ccccc1 (stereo not drawn)	-0.1	0.37	-1.3	1	-13	0	-6	9	7
COC(=O)c1ccc(C(=O)Nc2ccc(C(C)C)cc2N)cc1	14	-1.4	0.1	6	-1	22	-2	-9	-8
CCOn1c(=O)c(-c2cccc([N+](=O)[O-])c2)[n+]([O-])c2ccccc21	0.5	-0.095	0.8	7	0	3	-5	1	-3
O=C(N/N=C/CCc1ccccc1)c1ccc(CN2c3cccc4cccc(c34)S2(=O)=O)cc1	1.4	0.28	1.5	2	2	4	-3	-1	-14
Cc1csc(SCC(=O)Nc2cc(C(C)(C)C)nn2-c2ccccc2)n1	2.2	-1.4	1.3	10	0	-9	-7	-4	-15
O=C(NCc1cccs1)c1cccn2c(=O)c3sccc3nc12	2.0	-0.41	0.2	3	-5	2	-11	2	-7
Cc1ccccc1NC(=O)COC(=O)CNC(=O)c1sc2ccccc2c1Cl	0.6	-2	1.8	5	-2	11	-11	6	-25
N#C/C(=C\c1cn(CC(=O)N2CCCC2)c2ccccc12)C(=O)NCc1ccc2c(c1)OCO2	0.8	-0.6	2.0	12	8	1	-1	·	-18
CCN(CC1COc2ccccc2O1)C(=S)Nc1ccccc1 (stereo not drawn)	-0.2	·	-3.8	10	3	1	1	·	-13
C=CCc1cccc(/C=N/NC(=O)C(C)Nc2ccc(C)cc2)c1O (stereo not drawn)	13	0.1	-6.2	22	17	4	-4	4	-7
NC(=O)CC(NC(=O)Cc1cccc2ccccc12)c1ccc(NC2CCCCC2)c([N+](=O)[O-])c1 (stereo not drawn)	1.0	1.3	1.2	1	-6	24	-10	-5	-4
CCOC(=O)C(=CNc1ccc(OC)cc1[N+](=O)[O-])C(=O)OCC	-0.7	·	-7.6	7	5	10	-2	25	0

Source: PubChem BioAssay
